CRFR2-BP ag = agonists of CRF-BP/CRF-R2 complex, primary screen, cell-based, HEK293, calcium dye fluorescence, uHTS; CRF-binding protein / CRF receptor 2 complex (human); calcium dye fluorescence (FLIPR); percent of saturating CRF peptide response; activation, % at 13.2 µM; 350,000 compounds, 0.46% hits; AID 588473, 2011;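 active means activation of at least 50%, plus an integration ratio under a set limit after plate pattern correction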;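 further: plate controls were neutral control wells without compound for no effect and CRF at EC100 for full effect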
M4 PAM = human M4 muscarinic receptor positive allosteric modulators, primary screen, CHO-K1 cells, Fluo-8 calcium fluorescence; activation, % at 3 µM; 360,000 compounds, 0.4% hits; CHO-K1 hM4/Gqi5, ACh EC20; 0% = ACh EC20, 100% = maximal ACh;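 active means activation above its plate's cutoff, the mean activation of sample wells plus 3 SD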; further: some results filed as inactive read as strong as hits
Target sequence (P08173 whole entry, looked up): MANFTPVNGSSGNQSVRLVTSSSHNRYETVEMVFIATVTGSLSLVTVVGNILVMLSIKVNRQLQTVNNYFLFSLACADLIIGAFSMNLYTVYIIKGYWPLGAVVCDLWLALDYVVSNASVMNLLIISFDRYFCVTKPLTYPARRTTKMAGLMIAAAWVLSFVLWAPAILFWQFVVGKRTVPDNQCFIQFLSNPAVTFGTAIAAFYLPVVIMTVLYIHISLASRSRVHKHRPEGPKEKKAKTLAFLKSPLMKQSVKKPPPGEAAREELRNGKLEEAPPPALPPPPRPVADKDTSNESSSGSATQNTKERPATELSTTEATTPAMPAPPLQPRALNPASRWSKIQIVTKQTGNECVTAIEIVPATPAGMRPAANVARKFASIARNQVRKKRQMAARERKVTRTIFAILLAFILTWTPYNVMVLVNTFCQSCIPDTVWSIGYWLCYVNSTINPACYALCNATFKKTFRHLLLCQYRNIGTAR
CHRM5 antagonist = human M5 muscarinic receptor antagonists, primary screen, CHO cells, Fluo-8 calcium fluorescence; Muscarinic acetylcholine receptor M5 (Homo sapiens), P08912; CHO-hM5 cells, ACh EC80; inhibition, % at 3 µM; 360,000 compounds, 0.59% hits; AID 624040, 2012;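 active means inhibition above a per-plate cutoff, the mean of that plate's test compounds plus 3 SD, cut at about 27% in these data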;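 further: 0% = acetylcholine EC80 with DMSO and 100% = DMSO without agonist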
Target sequence (P08912 whole entry, looked up): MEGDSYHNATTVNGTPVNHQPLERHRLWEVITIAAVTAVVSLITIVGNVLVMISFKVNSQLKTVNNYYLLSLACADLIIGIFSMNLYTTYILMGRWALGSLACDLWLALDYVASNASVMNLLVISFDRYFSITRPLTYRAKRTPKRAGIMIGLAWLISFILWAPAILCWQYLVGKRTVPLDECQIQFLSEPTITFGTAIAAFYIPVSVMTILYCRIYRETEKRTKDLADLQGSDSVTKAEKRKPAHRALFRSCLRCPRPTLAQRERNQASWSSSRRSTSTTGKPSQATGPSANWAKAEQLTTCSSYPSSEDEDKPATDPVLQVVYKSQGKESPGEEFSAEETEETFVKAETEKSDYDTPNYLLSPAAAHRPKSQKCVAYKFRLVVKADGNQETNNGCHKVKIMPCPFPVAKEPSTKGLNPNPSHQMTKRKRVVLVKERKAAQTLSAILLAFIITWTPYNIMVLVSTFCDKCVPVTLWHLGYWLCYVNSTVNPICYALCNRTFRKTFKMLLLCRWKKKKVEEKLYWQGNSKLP
CHRM1 PAM = human M1 muscarinic receptor positive allosteric modulators, primary screen, CHO-K1 cells, Fluo-8 calcium fluorescence, 1536-well; Muscarinic acetylcholine receptor M1 (Homo sapiens), P11229; CHO-K1 hM1, ACh EC20; 0% = ACh EC20, 100% = maximal ACh; activation, % at 3 µM; 360,000 compounds, 0.088% hits; in the data active means activation above about 19%, passing the limit was not always enough
M5 ag = human M5 muscarinic receptor agonists, primary screen, CHO-K1 cells, Fluo-8 calcium fluorescence. CHO-K1 hM5 cells; 0% DMSO wells, 100% maximal acetylcholine response. activation, % at 3 µM. 360,000 compounds, 0.19% hits. AID 624037, 2012;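 active means activation above the run's mean over test compounds plus 3 SD, cut at about 23% in these data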;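 further: signal is peak over basal fluorescence ratio across the kinetic read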
CHRM4 antagonist = human M4 muscarinic receptor antagonists, primary screen, CHO cells, Fluo-8 calcium fluorescence. Muscarinic acetylcholine receptor M4 (Homo sapiens), P08173. CHO-hM4 cells, ACh EC80. inhibition, % at 3 µM. 360,000 compounds, 0.73% hits;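 active means inhibition above its plate's cutoff, the mean inhibition of sample wells plus 3 SD, cut at about 27% in these data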;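 further: 0% = acetylcholine EC80 with DMSO and 100% = DMSO without agonist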
CHRM4 agonist = human M4 muscarinic receptor agonists, primary screen, CHO-K1 cells, Fluo-8 calcium fluorescence; CHO-K1 hM4/Gqi5; vehicle 0%, full acetylcholine response 100%; activation, % at 3 µM; 360,000 compounds, 0.14% hits; AID 624127, 2012;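 active means activation above the run mean over all test wells plus 3 SD, cut at about 32% in these data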;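 further: peak over basal fluorescence ratio per well then scaled between controls; 0% = DMSO wells and 100% = acetylcholine at EC100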
CHRM1 antagonist = human M1 muscarinic receptor antagonists, primary screen, CHO-K1 cells, Fluo-8 calcium fluorescence, 1536-well | AID 588852, 2011 | CHO-K1 hM1, ACh EC80 antagonist | 360,000 compounds, 1.3% hits | Muscarinic acetylcholine receptor M1 (Homo sapiens), P11229 | inhibition, % at 3 µM;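 active means percent inhibition above its own plate's cutoff, namely the mean of that plate's compound wells plus 3 SD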;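 further: peak over basal fluorescence ratio during 140 s after agonist addition; 0% = ACh EC80 plus DMSO and 100% = DMSO alone without agonist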
M5 PAM = human M5 muscarinic receptor positive allosteric modulators, primary screen, CHO-K1 cells, Fluo-8 calcium fluorescence; Muscarinic acetylcholine receptor M5 (Homo sapiens), P08912; CHO-K1 hM5, ACh EC20 PAM; 0% = ACh EC20, 100% = ACh EC100; activation, % at 3 µM; 360,000 compounds, 0.3% hits; AID 624038, 2012;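 active means activation above the run cutoff, the mean activation of all test compounds plus 3 SD, cut at about 18% in these data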
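Replicates: One well per compound, no replicates | System: Human M5 receptor in CHO-K1 cells | Benchmarks: Low control EC20 acetylcholine (0%), high control EC100 acetylcholine (100%) | Probe or stimulus: Acetylcholine, EC20 level | Times: Fluo-8 loading 80 min at 37 °C plus 30 min room temperature | Signal: Intracellular calcium via Fluo-8 fluorescence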
The depositor's hits bear a star; . = not tested or not shown; & = joins results of further samples.

SMILES	CRFR2-BP ag	M4 PAM	CHRM5 antagonist	CHRM1 PAM	M5 ag	CHRM4 antagonist	CHRM4 agonist	CHRM1 antagonist	M5 PAM
COc1ccc(CN(C)C(=O)c2ccc(NC(=O)CC3SC(N4CCCC4)=NC3=O)cc2)c(OC)c1 (stereo unspecified)	3.6	3	0	-2	-4	5	0	4	8
CC(=O)N(O)CCCCCNC(=O)CCC(=O)N(O)CCCCCNC(=O)CCC(=O)N(O)CCCCCN	0.6&-1.5	5&-6	6&-8	5&-3	0&2	-4&5	0&0	-12&-4	-1&2
COc1ccc2nc(C(F)(F)Cl)c(C#N)c(N)c2c1	0.1	-16	1	-3	-7	-6	6	4	-1
COc1ccccc1N=c1scc(-c2ccc3c(c2)NC(=O)CO3)n1CC1CCCO1 (stereo unspecified)	-0.8	-4	8	-7	0	-2	12	19	-14
COC(=O)c1ccc(OC(=O)C2CSC3(C)CCC(=O)N23)cc1 (stereo unspecified)	-1.6	12	-6	18	-2	-2	0	-14	1
COc1ccc(-n2c(SCC(=O)Nc3ccc4c(c3)OCO4)nnc2C(C)N2CCCCC2)cc1 (stereo unspecified)	0.7	10	-11	14	5	12	0	-11	1
Cc1cc(N/N=C/c2c(O)ccc3ccccc23)nc(-c2ccccc2O)n1	-0.6	1	-2	2	-2	1	0	3	-3
COc1cc2c(cc1OC)C(C)N(C(=O)c1nccnc1C(=O)O)CC2 (stereo unspecified)	-1.0	-1	-2	-1	0	-3	0	-3	-5
CC(C)Oc1nnnn1-c1ccccc1	1.9	-2	-4	-1	-4	-5	2	-1	3
O=C(CCCn1c(=O)[nH]c2ccsc2c1=O)N1CCN(c2ccccn2)CC1	0.6	14	0	5	0	5	1	-5	2
Cc1cnc(CNC(=O)C2CCC(=O)N(Cc3ccc(Cl)cc3)C2)[nH]1 (stereo unspecified)	-1.6	-7	7	-3	-6	11	0	7	-9
CCSc1ccccc1C(=O)N1CCN(c2ccc([N+](=O)[O-])cc2)CC1	0.1	-10	5	2	3	-7	8	-2	-11
CCOC1=C2[C@@H](CN(S(=O)(=O)c3ccc(C)cc3)[C@H]2c2ccc(CC)cc2)[C@H]2C(=O)N(C)C(=O)[C@H]2C1	.	2	-7	10	1	-2	1	-4	6
COc1ccc(-c2noc(C3CCCN(C(=O)c4cccc(F)c4)C3)n2)cc1 (stereo unspecified)	-2.1	-6	2	2	3	6	7	16	-4
O=[N+]([O-])c1cccc(N2Cc3ccccc3C2)c1	-4.2	-2	0	6	-3	-19	4	-9	9
COC(=O)c1[nH]c2ccc(Br)cc2c1NC(=O)CN1CCCCC1CCO (stereo unspecified)	1.4	-6	-2	-16	-9	-1	6	3	0
COc1ccc(NC(=O)Cc2c(Cl)cccc2Cl)cn1	0.6	3	-12	4	-6	1	2	-2	-5
CC(Oc1ccc(F)cc1)C(=O)Nc1cc(S(=O)(=O)N2CCCCC2)ccc1N1CCOCC1 (stereo unspecified)	-0.4	3	-5	9	-2	-17	1	-11	-2
CCCc1nc2ccccc2c(=O)n1/N=C/c1ccc(O)cc1O	-2.1	6	-11	14	-2	1	0	-16	5
COc1ccc(Cc2nnc(-c3ccccc3)o2)cc1	-0.3	-3	5	8	-2	-3	1	-14	-2
Cc1ccc(CNC(=O)C2CCN(S(=O)(=O)c3c(C)noc3C)CC2)cc1	0.1	4	6	6	-8	-5	1	-8	7
COc1ccc(NC(=S)N2CCN(Cc3ccc(C)cc3)CC2)cc1	-0.3	1	3	7	3	-7	4	-10	2
CC1(C)CC(=O)C/C(=N\NC(=O)C2CC2c2ccccc2)C1 (stereo unspecified)	-1.0	-4	6	0	-1	0	10	4	-2
O=c1c2cc(F)ccc2[nH]c(=S)n1CCCN1CCOCC1	-0.5	6	-3	1	3	-3	0	7	4
CN(CC(=O)Nc1ccc(N2CCOCC2)cc1)C(=O)CSc1ccc(F)cc1	1.8	5	-5	5	-1	7	2	-1	1
O=C(c1ccc(Cl)c(S(=O)(=O)N2CCOCC2)c1)N1CCCC1	-0.5	7	8	6	-1	-4	1	-5	1
CCc1nnc(NC(=O)C2=NN(C3CCS(=O)(=O)C3)C(=O)CC2)s1 (stereo unspecified)	0.3	12	3	9	-2	-16	2	-4	0
Nc1nc(N)c(N=Nc2ccc(SCC(=O)O)cc2)c(=O)[nH]1	-0.8	4	0	-3	-2	3	1	9	3
O=C(O)CC(Cc1ccc(Br)cc1)C(=O)Nc1ccccc1 (stereo unspecified)	0.0	5	-3	5	1	-9	0	-15	2
O=C1CCc2cc(S(=O)(=O)N3CCCC3C(=O)N3CCN(c4ccccc4F)CC3)ccc2N1 (stereo unspecified)	-2.7	14	-7	18	1	-14	2	-5	7

Only M5 ag, CHRM1 antagonist and M5 PAM (2 entries from above):
Compound | M5 ag | CHRM1 antagonist | M5 PAM
CCc1nnc(NC(=O)C2=NN(C3CCS(=O)(=O)C3)C(=O)CC2)s1 (stereo unspecified) | -2 | -4 | 0
Nc1nc(N)c(N=Nc2ccc(SCC(=O)O)cc2)c(=O)[nH]1 | -2 | 9 | 3

(further entries)
SMILES	CRFR2-BP ag	M4 PAM	CHRM5 antagonist	CHRM1 PAM	M5 ag	CHRM4 antagonist	CHRM4 agonist	CHRM1 antagonist	M5 PAM
CCn1c(SCC(=O)NC2=NCCS2)nnc1C(C)NC(=O)c1ccccc1Br (stereo unspecified)	0.0	-3	5	-1	-2	7	1	1	1
O=C(NCCC1=CCCCC1)C1CCN(S(=O)(=O)c2cccc(C(F)(F)F)c2)CC1	-0.3	6	7	-2	6	-4	8	10	7
CCOc1ccc(NC(=O)c2ccc(CSc3nnnn3C)cc2)cc1	1.8	4	-6	1	0	4	3	-4	3
Cc1ccc(Oc2ncnc3sccc23)cc1	0.6	5	2	4	-3	-3	0	-3	-1
CCn1cc(C(=O)NCCCO)c(=O)c2cc(F)c(N3CCN(C)CC3)cc21	2.3	-12	1	6	-3	22	0	-11	1
O=C1c2ccccc2CN1Cc1ccccc1	0.2	5	5	12	-6	-9	2	-20	2
Cc1cc(C(=O)N/N=C/c2ccc([N+](=O)[O-])s2)n[nH]1	-1.6	1	3	9	2	2	1	-8	5
O=C(Cc1csc(Nc2nc(=S)[nH]c3ccccc23)n1)NCc1ccc(Cl)cc1	18	15	-7	-1	0	-13	0	-3	3
COc1ccc(/C=C(/NC(=O)/C=C/c2ccccc2)C(=O)O)cc1	-4.7	9	18	16	-4	4	1	-13	-10
CCOC(=O)c1c(CN(C)C)n(C)c2ccc(OC(C)=O)cc12	4.2	-1	-4	7	-2	2	0	-7	6
CCOC(=O)c1c(C)oc2c1c1c(c3ccccc32)OCN(Cc2ccccn2)C1	12	12	1	10	2	-15	4	-12	1
O=C1c2cccc(OCC(=O)N3N=C(c4cccs4)CC3c3ccc(F)cc3)c2CCN1Cc1cccnc1 (stereo unspecified)	4.1	-12	7	-28	-6	5	4	28	-7
CCN(C(=O)COC(=O)CNC(=O)c1sc2ccccc2c1Cl)C1CCCCC1	-1.0	14	7	9	-2	-11	4	-12	1
CCOC(=O)C1=C(O)/C(=C/c2cn(CC(=O)N3CCCC3)c3ccccc23)SC1=Nc1ccccc1	29	1	1	8	-1	2	1	-6	1
O=C(Cc1cccs1)N1CCN(c2ccc(F)cc2)CC1	-0.2	17	-4	6	3	-2	1	13	-2
CCOC(=O)c1c(NC(=O)c2ccnn2C)sc(C)c1C	-1.0	5	-2	10	0	4	0	-9	3
CCOC(=O)Cc1csc(NC(=O)CCc2ccc(S(=O)(=O)N3CCOCC3)cc2)n1	0.5	-6	5	2	-1	-7	10	-8	-9
Cc1ccnn1CC(=O)N/N=C/c1cn[nH]c1-c1ccccc1	2.5	-10	10	8	3	-4	1	0	3
O=C(CSc1nc2ccccc2nc1N1CCCC1)Nc1ccc(Cl)cc1	2.1	-3	5	-3	0	-4	0	4	-3
CCOc1cc(C(C(=O)NCC2CCCO2)N(C(=O)Cn2nnc3ccccc32)c2ccccc2C(C)=O)ccc1O (stereo unspecified)	-0.8	5	3	5	-2	2	2	-6	0
CCc1nc(SCC(=O)Nc2nnc(CC)s2)c2c(C)c(C)sc2n1	-1.4	4	1	8	1	5	1	-23	3
O=C(COC(=O)c1n[nH]c2ccccc12)NC1CCCCC1	0.0	4	9	10	3	-11	3	-17	0
CCCN(Cc1ccc(C)cc1)C(=O)c1ccc(CNS(=O)(=O)c2ccc(C(C)=O)cc2)cc1	2.0	6	1	3	4	2	0	-2	-5
Cn1cnc(S(=O)(=O)N2CCN(C(c3ccc(F)cc3)c3ccc(F)cc3)CC2)c1	-0.9	-10	7	-5	-3	14	1	7	0
O=C(NCCC1=CCCCC1)C(=O)NCC1OCCCN1S(=O)(=O)c1cc(F)ccc1F (stereo unspecified)	-0.5	-8	-7	2	3	-2	7	-1	-8
CC(C)C[C@H](NC(=O)N1CCCCCC1)C(=O)O	0.3	5	10	9	-5	3	0	-17	3
Cc1onc(-c2ccccc2)c1C(=O)N1CCN(c2ccccc2F)CC1	0.6	-8	0	5	3	1	4	-5	0
C=CCNC(=S)NNC(=O)c1cccn(Cc2ccc(Cl)c(Cl)c2)c1=O	2.0	8	-3	1	-1	8	6	-4	-1
CCOC(=O)CNC(=O)Cn1cnc2c(nnn2-c2ccc(C)cc2)c1=O	-0.6	-1	-6	7	-6	-1	-2	-3	2
CCOCCCNC(=O)C1(O)c2cc(Br)ccc2NC(=O)N1c1ccc(CC)cc1 (stereo unspecified)	-0.8	5	-6	11	-2	-9	1	-12	2
Cc1ccc(C(=O)N2c3ccc(F)cc3CCC2C)o1 (stereo unspecified)	1.0	2	3	7	-3	-3	0	-10	2
CCOC(=O)N1CCN(S(=O)(=O)c2ccc(C(=O)N(CCN(CC)CC)c3nc4c(C)cccc4s3)cc2)CC1	1.1	-1	0	-6	-7	2	2	-6	2
CC(C)NC(=O)c1ccc(NC(=O)CC2SC(N3CCCCC3)=NC2=O)cc1 (stereo unspecified)	2.1	6	5	7	5	-4	1	-9	-1
COCCN(C(=O)C1CC(=O)N(Cc2ccc(C)cc2)C1)c1c(N)n(CC(C)C)c(=O)[nH]c1=O (stereo unspecified)	0.0	3	-3	1	3	8	1	5	-12
O=C(Cn1nnc(-c2ccc3c(c2)OCO3)n1)NCc1ccccc1	0.1	5	-5	5	1	-2	1	1	8
